S1P4 ag: S1P4 receptor agonists, primary screen, cell-based. Sphingosine 1-phosphate receptor 4 (Homo sapiens), O95977. activation, % at 4.98 µM. actives 0.35% (n = 220,000). AID 1509, 2009. S1P4-expressing cell line, agonist reporter assay; in the data active = activation above about 11%;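 also: 0% = DMSO vehicle and 100% = reference agonist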
NPY Y1 blocker: NPY-Y1 receptor antagonists, primary screen, cell-based; Neuropeptide Y receptor type 1 (Homo sapiens), P25929; actives 1% (n = 200,000); HEK293-CNG Y1 cells, membrane potential fluorescence; NPY at EC95, then isoproterenol; inhibition, % at 3.6 µM;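 active = inhibition above the campaign mean inhibition of all tested compounds plus 3 SD, cut at about 20% in these data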;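 also: 0% = DMSO wells given NPY plus isoproterenol and 100% = isoproterenol alone without NPY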
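Material: HEK293 cells with Y1 receptor plus CNG channel; times: compound incubation 1 h at room temperature, readout 45 min post-stimulation; signal: fluorescence, membrane potential probe; read-out basis: fluorescence ratio normalized to % inhibition between controls; benchmarks: full-block control isoproterenol-only wells, zero-block control NPY plus isoproterenol wells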
NPY2 pot ag: NPY-Y2 potentiators or agonists, primary screen, cell-based | activation, % at 3.6 µM | actives 0.45% (n = 220,000) | cells expressing NPY-Y2, potentiator/agonist read-out | Neuropeptide Y receptor type 2 (Homo sapiens), P49146; in the data active = activation above about 27%;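 also: cells stimulated with NPY near EC25 plus isoproterenol at EC100; 0% = vehicle plus submaximal agonist and 100% = vehicle plus saturating agonist; some results beyond the cut were filed as inactive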
NPY-Y1 PAM-ag: NPY-Y1 receptor potentiators or agonists, primary screen, cell-based; Neuropeptide Y receptor type 1 (Homo sapiens), P25929; NPY-Y1 expressing cells, potentiator/agonist activation; activation, % at 3.6 µM; actives 0.37% (n = 220,000); in the data active = activation above about 33%, passing the limit was not always enough;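 also: cells stimulated with NPY at EC10 then isoproterenol at EC100; 0% = low agonist plus stimulus and 100% = saturating agonist plus stimulus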
p97 inhibitor: inhibitors of human p97 ATPase, primary screen, biochemical; actives 0.42% (n = 220,000); AID 1481, 2009; recombinant p97 ATPase, Kinase-Glo ATP luminescence, 3 h; inhibition, % at 8 µM; Transitional endoplasmic reticulum ATPase (Homo sapiens), P55072; in the data active = inhibition above about 15%;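 also: 0% = DMSO vehicle and 100% = wells lacking enzyme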
Target sequence (P55072 whole entry, looked up): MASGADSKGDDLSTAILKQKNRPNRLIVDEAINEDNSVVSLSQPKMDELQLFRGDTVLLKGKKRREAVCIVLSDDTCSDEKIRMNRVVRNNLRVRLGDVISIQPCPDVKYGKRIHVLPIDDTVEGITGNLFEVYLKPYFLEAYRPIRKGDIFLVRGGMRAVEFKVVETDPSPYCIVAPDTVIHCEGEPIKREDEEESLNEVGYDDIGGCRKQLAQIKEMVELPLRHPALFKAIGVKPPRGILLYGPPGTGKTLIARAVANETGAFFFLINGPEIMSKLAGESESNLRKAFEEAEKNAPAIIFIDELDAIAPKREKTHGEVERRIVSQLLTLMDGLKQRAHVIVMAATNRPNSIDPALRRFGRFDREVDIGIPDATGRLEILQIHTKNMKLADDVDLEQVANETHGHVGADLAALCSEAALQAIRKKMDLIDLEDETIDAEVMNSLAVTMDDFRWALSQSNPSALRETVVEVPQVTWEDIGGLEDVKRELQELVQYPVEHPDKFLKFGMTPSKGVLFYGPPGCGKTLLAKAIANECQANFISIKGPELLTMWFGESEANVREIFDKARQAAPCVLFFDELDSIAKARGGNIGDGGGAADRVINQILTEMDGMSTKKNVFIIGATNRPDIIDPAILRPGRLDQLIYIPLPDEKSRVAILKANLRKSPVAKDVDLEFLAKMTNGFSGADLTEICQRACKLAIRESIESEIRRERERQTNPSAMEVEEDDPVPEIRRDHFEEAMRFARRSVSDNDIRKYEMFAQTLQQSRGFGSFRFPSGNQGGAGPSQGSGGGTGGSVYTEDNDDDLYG
S1P4 antag: S1P4 receptor antagonists, primary screen, cell-based; Sphingosine 1-phosphate receptor 4 (Homo sapiens), O95977; AID 1510, 2009; actives 0.26% (n = 220,000); inhibition, % at 4.98 µM; S1P4-expressing cells, antagonist mode, reporter read-out; in the data active = inhibition above about 29%;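 also: 0% = wells stimulated with agonist and 100% = vehicle wells without agonist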
PGE2 EP2 inh: human EP2 receptor antagonists, primary screen, TR-FRET cAMP, C6 glioma cells. Prostaglandin E2 receptor EP2 subtype (Homo sapiens), P43116. C6 glioma cells expressing human EP2; cells stimulated with saturating PGE2. inhibition, % at 25 µM. actives 0.52% (n = 260,000). AID 1422, 2008;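 active = percent inhibition above 40 after rounding to a whole number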;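 also: rat C6 glioma host cells with rolipram phosphodiesterase inhibitor present; the protocol text gives 20 µM as final concentration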
EP2 modulator: EP2 receptor modulators, cAMP readout, primary screen, cell-based, HTRF cAMP, PGE2 stimulation. Prostaglandin E2 receptor EP2 subtype (Homo sapiens), P43116. EP2-expressing cells, cAMP HTRF FRET, PGE2 co-stimulation. induction, % at 25 µM. actives 0.83% (n = 260,000);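 active = compounds whose cAMP rise, as percent of the full-agonist control response, exceeds 60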;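 also: rat C6 glioma line stably carrying human EP2 under a CMV promoter; the protocol text gives 20 µM as final concentration; 100% = response of wells given 1 µM PGE2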
eIF4E 4G PPI: eIF4E–eIF4G protein interaction inhibitors, primary screen, biochemical, uHTS, TR-FRET, eIF4GI fragment; Eukaryotic translation initiation factor 4E (Mus musculus) + Eukaryotic translation …; TR-FRET eIF4E-eIF4GI(517-606) binding, 2 h; inhibition, % at 21.7 µM; actives 0.37% (n = 220,000); AID 782, 2007;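 active = inhibition above about 30%, limit read from the data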;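 also: 0% = full FRET control wells and 100% = background wells lacking eIF4GI fragment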
Numbers without * were called inactive; . = not tested or not shown; & = joins results of further samples; [ ] = remark or other dose. Only part of the results is shown, so the mix of outcomes need not match the whole.

A first look (2 entries):
SMILES | S1P4 ag | NPY Y1 blocker | NPY2 pot ag | NPY-Y1 PAM-ag | p97 inhibitor | S1P4 antag | PGE2 EP2 inh | EP2 modulator | eIF4E 4G PPI
O=[N+]([O-])c1ccc(O)c(/C=N/Nc2nc3ccccc3[nH]2)c1 | -1.6 | 0 | 0 | -21 | 3 | -16 | 9 | -31 | -6
Cc1ccccc1NC(=O)c1cccc(S(=O)(=O)Oc2ccc([N+](=O)[O-])cc2)c1 | 0.6 | 3 | -13 | 15 | 2 | 3 | 22 | -3 | 0

The list itself, from the first entry:
SMILES | S1P4 ag | NPY Y1 blocker | NPY2 pot ag | NPY-Y1 PAM-ag | p97 inhibitor | S1P4 antag | PGE2 EP2 inh | EP2 modulator | eIF4E 4G PPI
O=[N+]([O-])c1ccc(O)c(/C=N/Nc2nc3ccccc3[nH]2)c1 | -1.6 | 0 | 0 | -21 | 3 | -16 | 9 | -31 | -6
Cc1ccccc1NC(=O)c1cccc(S(=O)(=O)Oc2ccc([N+](=O)[O-])cc2)c1 | 0.6 | 3 | -13 | 15 | 2 | 3 | 22 | -3 | 0
O=C(NCCCN1CCOCC1)C(=O)N/N=C/c1ccccc1 | -1.1 | 5 | 3 | -4 | -3 | -16 | 7 | 1 | 2[fluorescence artefact?]
Cc1nc2ccccc2c(=O)n1NC(=O)/C=C/c1ccccc1Cl | 1.8 | 15 | -31 | -21 | 2 | -8 | 4 | -10 | 7
Cc1onc(C(=O)NN)c1-c1csc(COc2ccc(Cl)cc2)n1 | 1.1 | . | -40 | -22 | 0 | 10 | 7 | 16 | 0
O=C(CC(c1ccco1)S(=O)(=O)c1ccccc1)c1ccccc1 (configuration not stated) | 1.7 | 0 | 0 | 11 | 3 | -17 | 5 | -2 | -3
CCOC(=O)CN(C(=O)CSc1nnc(CNc2ccc(F)cc2)n1CC)c1ccc(F)cc1 | 0.6 | -4 | -7 | -15 | -7 | -4 | 9 | 15 | 1[fluorescence artefact?]
Cc1ccc2c(c1)c(C)c(C)n2CC(O)CN1CCOCC1 (configuration not stated) | 0.8 | -1 | 17 | 11 | -1 | 17 | 3 | -8 | 1[fluorescence artefact?]
Cc1nn(Cc2ccc([N+](=O)[O-])cc2)c(=O)n1-c1ccccc1Cl | 2.0 | 2 | -3 | -2 | 3 | -12 | 2 | -2 | 4
CCOC(=O)C1=C(c2ccccc2)OC(N)=C(C#N)C1c1ccco1 (configuration not stated) | 0.8 | -8 | 3 | 4 | 0 | -6 | 8 | -1 | 6
CCOC(=O)C(=O)NC12CC3CC(CC(C3)C1)C2 | -0.8 | 7 | 1 | -6 | -9 | -12 | 4 | 13 | 0
C=CCn1c(COc2ccccc2F)nnc1SCC(=O)Nc1cc(C)on1 | -0.8 | 1 | -5 | -3 | 1 | 2 | 9 | 0 | 2
Cc1nc(C)c(C(=O)Nc2ccc(C)c(F)c2)o1 | 2.6 | 1 | -4 | -11 | -2 | 3 | 2 | -29 | 6[fluorescence artefact?]
O=C(COC(=O)c1ccccc1Cl)Nc1nccs1 | -0.1 | -4 | 5 | -13 | 6 | -14 | 13 | 17 | -5
COC(=O)c1c(C)nc(C)c(C(=O)OC)c1-c1ccc(OC)cc1 | -0.7 | . | -9 | 11 | 0 | -2 | 5 | 21 | -2
COC(=O)c1ccc(NC(=S)N2CCN(Cc3ccccc3Cl)CC2)cc1 | -0.7 | -2 | -6 | 6 | -3 | -3 | 8 | -64 | -4
CCN1CCCC(NC(=O)c2scc3c2CCCC3)C1 (configuration not stated) | -5.8 | 5 | -10 | -13 | -7 | 13 | 11 | 32 | 0
COc1ccc(C2(C(=O)NCc3ccco3)CCCC2)cc1OC | -1.4 | 7 | 9 | 20 | 3 | -11 | 8 | 9 | -4
COCCn1c(SCC(=O)NCCc2ccccc2)nnc1-c1ccco1 | 0.7 | 4 | -3 | -1 | -4 | -4 | 5 | 67* | -12
CCOC(=O)c1cnc2ccc(F)cc2c1Nc1ccc2c(c1)OCCO2 | -3.2 | 7 | -9 | -8 | 3 | -9 | 11 | 13 | -4
COc1cc(S(=O)(=O)NCCN2CCOCC2)c(OC)cc1Cl | -4.0 | 1 | -2 | -5 | 4 | -1 | 11 | 15 | 2[fluorescence artefact?]
O=C(COC(=O)C1COc2ccccc2O1)Nc1cccc(S(=O)(=O)N2CCCCC2)c1 (configuration not stated) | 1.4 | 0 | -17 | -3 | 2 | -18 | 1 | 11 | 1
COc1ccccc1NC(=O)N(Cc1ccco1)Cc1cc2ccc(C)c(C)c2[nH]c1=O | -3.2 | 4 | -4 | -23 | -3 | 22 | 11 | 26 | -7
OC1(c2ccc(Cl)c(Cl)c2)C[n+]2ccccc2N1Cc1ccccc1 (configuration not stated) | 0.2 | . | -17 | -24 | 9 | 12 | 1 | -50 | -2
OC(c1ccc(OCc2ccccc2)cc1)c1nnc(-c2ccccc2)o1 (configuration not stated) | -0.1 | 4 | -6 | -18 | 0 | -17 | . | -22 | -3
OCC[C@@H]1C[C@@H](O)[C@H](O)[C@]2(CCCCO2)O1 | 1.5 | 6 | -3 | -12 | 7 | -26 | 13 | 2 | -2
COc1ccc(NC(=S)N(Cc2cccnc2)Cc2cc3cc(OC)c(OC)cc3[nH]c2=O)cc1 | 0.8 | 1 | -4 | 15 | 0 | -16 | 10 | -23 | -1
O=C(c1ccc(NC(=S)Nc2ccc(Cl)c(Cl)c2)cc1)N1CCCC1 | 23* | -3 | -1 | -11 | 5 | -24 | 10 | 5 | 3
Cc1cccn2c(=O)c(/C=N/O)c(NCc3ccccc3)nc12 | 0.9 | . | -34 | -31 | 2 | -22 | 9 | 38 | -2
CCn1cc(/C=N\NC(=O)c2ccccc2Cl)cn1 | 2.1 | -3 | 1 | -2 | 3 | -12 | 7 | 0 | 23
O=C(NCCN=C1NS(=O)(=O)c2ccccc21)c1ccco1 | -1.5 | -1 | 5 | 15 | 4 | -4 | . | 7 | 5
CCc1ccc(/C=C2\Oc3c(ccc(O)c3CN3CCN(C)CC3)C2=O)cc1 | 0.0 | . | -15 | 1 | -5 | 11 | 4 | 12 | -1
CSc1nc(-c2ccco2)nn1C(=O)c1ccc(C)cc1 | -0.9 | -1 | 6 | 12 | 4 | -20 | 5&12 | 58&20 | -4
Cc1ccc(Cn2c(=O)n(Cc3ccco3)c(=O)c3ccccc32)cc1 | 0.5 | -3 | 1 | -2 | -1 | -17 | 8 | 68* | -5[fluorescence artefact?]
CC(=O)Nc1cccc(OCC(=O)NS(=O)(=O)c2ccc(C)cc2)c1 | 0.1 | 3 | 0 | 0 | 4 | -11 | 10 | 18 | 0[fluorescence artefact?]
COc1cc(C(=O)OCc2cc3ccccc3[nH]c2=O)cc(OC)c1OC | 1.7 | 0 | 17 | 12 | 5 | -10 | 18 | 3 | 3[fluorescence artefact?]
NC(=O)c1c(NC(=S)Nc2ccc(F)cc2)sc2c1CCCC2 | 0.2 | 0 | 6 | 8 | 8 | -28 | 18 | -9 | 0
CCCNS(=O)(=O)c1ccc(N2CCCC2=O)c([N+](=O)[O-])c1 | -1.5 | 2 | 3 | 1 | -2 | -5 | 3 | -25 | -4
O=C(Nc1ccc2c(c1)OCO2)N1CCN(C(=O)C2CCCO2)CC1 (configuration not stated) | -0.9 | 7 | 0 | -4 | -3 | 6 | 12 | 29 | 2[fluorescence artefact?]
Cc1ccc(NC(=O)CSc2nnc(Cc3ccccc3)o2)c(C)c1 | -0.4 | 3 | -12 | -7 | -6 | -4 | 7 | 3 | -3
Cc1cc(NC(=O)c2cc(-c3cccc(Cl)c3)on2)no1 | -1.7 | 12 | 14 | 0 | 3 | 8 | 3 | -12 | -7
COc1ccc(NC(=O)C(NC(=O)c2ccccc2)C(C)C)cc1 (configuration not stated) | 1.2 | 1 | -6 | 4 | -1 | -8 | 7 | 10 | -12
CCCNS(=O)(=O)c1ccc(CCC(=O)N2CCC(C)CC2)cc1 | -1.5 | 6 | -4 | -1 | -5 | 1 | 13&9 | 4&-2 | 4[fluorescence artefact?]
CCCc1c(C)c2c(C)[nH]nc2oc1=O | -1.6 | -1 | -14 | -12 | 0 | 3 | 16 | 7 | 2
CN(C)N1C(=O)CC(N2CCCCC2)C1=O (configuration not stated) | 0.6 | 8 | -5 | 5 | 0 | 6 | 6 | 22 | 0
O=C(Nc1nnc(COc2ccc(F)cc2)s1)Nc1ccccc1F | -1.4 | . | -10 | -24 | -7 | 1 | 6 | -20 | -8
CCOC(CNC(=O)c1ccc2c(c1)ncn2-c1cccc(F)c1)OCC | -0.2 | 3 | 7 | 0 | -2 | 3 | 11 | -22 | 0
O=Cc1ccccc1-n1cccn1 | 0.4 | 7 | -11 | 14 | 3 | -10 | 2 | -9 | -2
COC(=O)/C(=C\c1ccc2c(c1)c1ccccc1n2C)NC(=O)c1ccccc1 | -0.4 | 3 | -5 | 13 | 8 | -14 | 8 | -11 | 0
Cc1cc(C)cc(NC(=O)CCN2CC(C)OC(C)C2)c1 (configuration not stated) | 3.0 | 0 | -8 | 13 | -7 | -18 | 10 | -3 | -1
CCOc1ccc(N(CC(=O)Nc2ccc(F)c(F)c2)S(=O)(=O)c2c(C)noc2C)cc1 | -0.2 | 9 | 12 | 20 | 1 | -2 | 19 | -1 | 3
CCN(C(=O)COC(=O)c1cc2ccccc2cc1O)C1CCS(=O)(=O)C1 (configuration not stated) | -0.4 | 0 | -11 | -7 | 4 | -5 | 15 | -22 | -1
O=C(COC(=O)c1cccnc1)Nc1cccc(Cl)c1 | 0.1 | -1 | 1 | -9 | 1 | 9 | 17&4 | -4&-59 | -11[fluorescence artefact?]
Cc1cccc(-n2c(=O)[nH]c3c(C(N)=O)nc(-c4ccccc4Cl)nc32)c1 | -0.1 | 2 | 9 | 15 | 6 | -6 | . | 12 | 6
Cc1ccccc1NC(C)C(=O)N/N=C/c1c[nH]c2ccccc12 (configuration not stated) | 1.2 | -7 | 21 | 6 | 4 | 4 | 9 | -102 | 1
COc1cc(CC(=O)OCC(=O)Nc2ccc(N3CCOCC3)cc2)cc(OC)c1OC | -0.3 | 8 | -3 | 8 | 5 | 3 | 6 | 5 | -1
CCC(=O)c1coc2ccc(O)cc12 | -1.6 | 1 | -1 | 3 | -7 | 3 | 11 | . | .
O=C(NC1CCCc2ccccc21)c1cccc(S(=O)(=O)N2CCN(c3ccccc3)CC2)c1 (configuration not stated) | 1.1 | -3 | -21 | 13 | 4 | -9 | 6 | -3 | -14
Cc1nc2ccc(S(=O)(=O)NCC(=O)NCCN3CCCCC3C)cc2s1 (configuration not stated) | 1.3 | 4 | -9 | -12 | 5 | -4 | 12 | 23 | 0[fluorescence artefact?]
N#Cc1ccccc1Cn1cc(/C=C/[N+](=O)[O-])c2ccccc21 | 1.5 | 4 | 1 | -10 | 0 | -15 | 12 | -24 | 3
CSc1ccccc1C(=O)N(C)Cc1ccccc1 | 2.5 | 4 | 13 | 10 | 2 | -3 | 5 | -1 | -6
